Bioassay records (PubChem)
UTI89 phage lysis = protection from phage-mediated lysis, alamar blue read-out – E. coli UTI89, K1F phage, bacterial capsule biogenesis inhibitors (AID 488966) | one-dose inhibition, % at 100 µM; IC50 in µM for titrated hits | 340,000 compounds, 0.02% hits | E. coli UTI89 K1F phage lysis, alamar blue, 2 h; higher % means a stronger effect;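 active = phage lysis inhibition, versus mean bacterial control, above a set limit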;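 note: capsule biogenesis inhibitors block K1F phage lysis so surviving cells raise fluorescence; higher fluorescence means more inhibition of phage lysis; actives were called in the ten point dose series up to 300 µM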
* hit, by the source's call; [ ] = remark or other dose. Some of the compounds tested (hit frequency here may not be typical).

A first look, six compounds:
SMILES	UTI89 phage lysis
CCOC(=O)c1nn(-c2ccc(F)cc2)c(=O)cc1OCC(=O)Nc1cccc(C)c1	0.3%[50 µM]
CC(Sc1nnc(N)s1)C(=O)NNC(=O)c1cccc(Cl)c1 (stereo not given)	-4.0%
Cc1ccc(S(=O)(=O)Nc2c(C)cc([N+](=O)[O-])cc2C)cc1	2.5%
COc1cc(C=NOC(=O)Nc2ccccc2)cc(OC)c1OC	-3.5%
O=C(NCCN1CCOCC1)c1cccc(S(=O)(=O)Nc2ccc(Br)cc2)c1	0.6%[50 µM]
CC1=NN(c2ccccc2)C(=O)/C1=C/c1c(C)[nH]n(-c2ccc(C)cc2)c1=O	-0.1%[50 µM]

Main list, repeating the preview:
SMILES	UTI89 phage lysis
CCOC(=O)c1nn(-c2ccc(F)cc2)c(=O)cc1OCC(=O)Nc1cccc(C)c1	0.3%[50 µM]
CC(Sc1nnc(N)s1)C(=O)NNC(=O)c1cccc(Cl)c1 (stereo not given)	-4.0%
Cc1ccc(S(=O)(=O)Nc2c(C)cc([N+](=O)[O-])cc2C)cc1	2.5%
COc1cc(C=NOC(=O)Nc2ccccc2)cc(OC)c1OC	-3.5%
O=C(NCCN1CCOCC1)c1cccc(S(=O)(=O)Nc2ccc(Br)cc2)c1	0.6%[50 µM]
CC1=NN(c2ccccc2)C(=O)/C1=C/c1c(C)[nH]n(-c2ccc(C)cc2)c1=O	-0.1%[50 µM]
CCOC(=O)c1ccc(S(=O)(=O)N2CCN(C(=O)c3cc4ccccc4o3)CC2)cc1	0.4%[50 µM]
COc1ccccc1CNC(=O)c1cc(C2CC2)nc2c1cnn2C(C)C	0.4%[50 µM]
COc1ccccc1N(C)S(=O)(=O)c1ccc(C(=O)Nc2cc(OC)c(OC)c(OC)c2)cc1	-0.1%[50 µM]
CCCCCN(C(=O)CCC(=O)OCC(=O)N(C)Cc1ccccc1C)c1c(N)n(CCCC)c(=O)[nH]c1=O	0.2%[50 µM]
O=C(Cc1ccc(F)cc1)NCCS(=O)(=O)N1CCN(c2ccccc2)CC1	0.7%[50 µM]
O=C(O)c1ccc(OS(=O)(=O)c2cccc(C(F)(F)F)c2)cc1	0.1%[50 µM]
Cc1ccc(S(=O)(=O)N2CCC(C(=O)Nc3ccccc3N3CCCC3)CC2)c(C)c1	-0.6%[50 µM]
C[C@H](NC(=O)c1[nH]cnc1C(=O)N[C@H](C)c1ccccc1)c1ccccc1	1.9%
CC(=O)Nc1cc2c(c([N+](=O)[O-])c1C)C(C)(C)CC2(C)C	-3.3%
N#Cc1ccccc1OCC(=O)OCC(=O)Nc1ccc2c(c1)OCO2	0.6%[50 µM]
COc1ccc(C(=O)Nc2ccc(NC(C)=O)cc2)cc1S(=O)(=O)N1CCCC1	0.6%[50 µM]
Cc1noc(C)c1S(=O)(=O)Nc1ccc2c(c1)C(=O)N([C@H](C)CO)C[C@H](C)[C@@H](CN(C)C(=O)Nc1ccccc1)O2	0.2%
CCOc1ccc(NS(=O)(=O)c2ccc(C(=O)N(C)CC(=O)Nc3ccc(C)cc3)cc2)cc1	-0.2%[50 µM]
COC(=O)c1ccc(NC(=O)c2cccc(N3C(=O)CCC3=O)c2)cc1	1.5%[50 µM]
O=C(NCc1c[nH]c2ccccc12)c1ccccc1	-0.8%
COc1ccc(-c2nnc(C(C)Nc3cccc(C(=O)NC4CC4)c3)o2)cc1 (stereo not given)	0.8%[50 µM]
COc1cc(/C=C/C(=O)OCC(=O)Nc2oc(C)c3c(C)n[nH]c(=O)c23)ccc1OC(F)F	1.7%[50 µM]
Cc1onc(-c2c(F)cccc2Cl)c1C(=O)Nc1ccc(S(=O)(=O)N2CCOCC2)cc1	0.2%
O=C(N/C(=C\c1ccco1)C(=O)N1CCCCC1)c1ccc([N+](=O)[O-])cc1	0.1%[50 µM]
COc1ccc(NC(=O)Nc2cccc3c2O[C@H](CN(C)S(C)(=O)=O)[C@@H](C)CN([C@H](C)CO)C3=O)cc1	1.4%
O=C(Nc1ccc(F)cc1F)c1ccc2c(=O)n3c(nc2c1)CCC3	1.3%[50 µM]
Cc1ccc(S(=O)(=O)N(CCC(=O)NCc2ccccc2F)c2ccccc2)cc1	0.3%[50 µM]
O=C(COC(=O)/C=C/c1cccc(F)c1)NC1CCCC1	0.4%[50 µM]
O=C(COC(=O)[C@@H]1CCCN1C(=O)c1cccs1)Nc1cccc([N+](=O)[O-])c1	-1.7%
O=C(Nc1ccc(Cl)c(S(=O)(=O)N2CCCCC2)c1)C1=COCCO1	0.5%[50 µM]
Cc1ccc(NC(=S)NC(=O)c2cccs2)cc1F	0.8%
O=C(Nc1ccccc1)c1nc[nH]c1C(=O)NCCCCCCNC(=O)c1[nH]cnc1C(=O)Nc1ccccc1	0.1%
CCOC(=O)C(C#N)(Cc1ccc2ccccc2n1)Cc1ccc2ccccc2n1	-3.7%
Cc1noc(C)c1C(=O)N(C)CC(=O)Nc1ccc(F)c(F)c1F	-1.4%
COc1ccccc1NS(=O)(=O)c1cc(C(=O)NCC(c2cccs2)N2CCOCC2)ccc1C (stereo not given)	0.3%[50 µM]
COCCN(C(=O)C1CCC1)c1c(N)n(CC(C)C)c(=O)[nH]c1=O	0.8%[50 µM]
COc1ccc(/C=C/c2c(-c3ccc(OC)cc3)sc3cc(OC)c(OC)cc23)cc1	-0.3%
O=C(c1ccccc1)N(c1ccccc1)c1nccc2ccccc12	0.2%
Cn1c(=O)c2c(nc(OC/C=C/c3ccccc3)n2C)n(C)c1=O	0.3%
O=C(NN=Cc1cccc2ccccc12)C(=O)NN=Cc1cccc2ccccc12	-0.1%
CCCN(C(=O)CCc1ccc(OC)cc1)c1c(N)n(Cc2ccccc2)c(=O)[nH]c1=O	1.3%[50 µM]
CN(Cc1nc2ccccc2c(=O)[nH]1)C(=O)c1ccc(S(=O)(=O)N2CCCC2)cc1	0.3%[50 µM]
COc1ccc(CCNC(=O)COC(=O)C2CC2C)cc1OC (stereo not given)	0.8%[50 µM]
CN(C(=O)c1cccc(NC(=O)Cc2ccc(NC(=O)C3CCCN(C(=O)c4ccccc4)C3)cc2)c1)C1CCCCC1 (stereo not given)	0.4%

As a working copy, some entries already given:
SMILES	UTI89 phage lysis
COc1ccccc1NS(=O)(=O)c1cc(C(=O)NCC(c2cccs2)N2CCOCC2)ccc1C (stereo not given)	0.3%[50 µM]
COCCN(C(=O)C1CCC1)c1c(N)n(CC(C)C)c(=O)[nH]c1=O	0.8%[50 µM]
COc1ccc(/C=C/c2c(-c3ccc(OC)cc3)sc3cc(OC)c(OC)cc23)cc1	-0.3%

Later entries.
SMILES	UTI89 phage lysis
COC(=O)c1ccccc1S(=O)(=O)N1CCC(C(=O)OC(C)C(=O)Nc2ccccc2OC)CC1 (stereo not given)	0.4%[50 µM]
Cc1sc2nc(CSC(C)C(=O)N(C)CC(=O)Nc3ccccc3C(F)(F)F)[nH]c(=O)c2c1C (stereo not given)	1.0%[50 µM]
O=[N+]([O-])c1cccc(COc2cccc(CN3CCCCC3)c2)c1	0.1%
CCN(C[C@H]1N[C@@](Cc2ccccc2)(C(=O)OC)[C@H]2C(=O)N(C)C(=O)[C@@H]12)C(=O)COC	0.0%
N#Cc1ccc(OCC(=O)NNC(=S)NC2CCCCC2)cc1	0.6%[50 µM]
CCOC(=O)C1(CCOc2ccccc2)CCN(Cc2ccc(OCC)c(CO)c2)CC1	0.4%
CC(C)CN1CC(Br)C(=O)NC1=O (stereo not given)	1.5%
CCCN(CC(=O)Nc1ccccc1C)C(=O)CC(NC(=O)c1ccccc1)c1ccccc1 (stereo not given)	-0.6%[50 µM]
CCN(CC(=O)Nc1ccc(NC(C)=O)cc1)C(=O)c1oc2c(ccc3ccccc32)c1C	-0.2%
CCN(C(=O)COC(=O)CCC(=O)c1ccc(Cl)cc1)c1c(N)n(Cc2ccccc2)c(=O)[nH]c1=O	0.9%[50 µM]
CC(C)CN(C(=O)COC(=O)c1ccc([N+](=O)[O-])s1)c1c(N)n(Cc2ccccc2)c(=O)[nH]c1=O	-1.1%[50 µM]
CC(=O)Nc1ccc(NC(=O)C(C)OC(=O)c2ccc3ccccc3n2)cc1 (stereo not given)	0.7%[50 µM]
COc1cc(N)c(Cl)cc1C(=O)OCC(=O)NCc1cccs1	1.5%[50 µM]
N#Cc1ccccc1S(=O)(=O)N1CCN(C(=O)[C@H](Cc2ccccc2)NC(=O)c2ccco2)CC1	0.6%[50 µM]
CN(C)c1ccc(NC(=O)CSc2n[nH]c(-c3ccncc3)n2)cc1	-0.9%
CN(C(=O)CN1C(=O)c2cc(Cl)c(Cl)cc2C1=O)C1CCS(=O)(=O)C1 (stereo not given)	0.7%[50 µM]
COc1ccc(CNC(=O)COC(=O)CCS(=O)(=O)c2ccc(C)cc2)cc1OC	0.9%[50 µM]
COC(C[C@@H](O)C[C@@H](O)[C@@H](C)OCc1ccccc1)OC	0.1%
Cc1ccc(CNC(=O)CN2C(=O)NC3(CCCC3)C2=O)cc1	-3.7%
Cc1nc(NCc2ccco2)c2cn[nH]c2n1	2.5%
CC(C)CNS(=O)(=O)c1ccc(S(=O)(=O)NC2CCOC(C)(C)C2)cc1 (stereo not given)	1.4%
NC(=O)CCN(C(=O)c1cccc(S(=O)(=O)N2CCc3ccccc32)c1)c1ccccc1	0.5%[50 µM]
Cc1ccc(C(=O)NCc2ccc(F)cc2)s1	1.0%
CSc1ccc(/C=C/C(=O)OCC(=O)N2CCN(c3ccccc3)CC2)cc1	-0.9%
Cc1ccc(C)c(S(=O)(=O)N2CCN(C(=O)C3CC3C)CC2)c1 (stereo not given)	0.3%[50 µM]
CN(CC(=O)Nc1ccccc1Cl)C(=O)COc1cccc2c1OC(C)(C)C2	1.0%[50 µM]
O=C(Nc1ccc(N2CCOCC2)cc1)c1cccc(S(=O)(=O)N2CCOCC2)c1	-0.5%
COc1cccc(C(C#N)NCCCNC(C#N)c2cccc(OC)c2OC)c1OC (stereo not given)	1.2%
Fc1cccc(CCN2CCN=C2Nc2ccccc2)c1	4.5%
COc1ccc(OC)c(NC(=O)CSc2nc(=O)n(Cc3ccccn3)c3c2CCC3)c1	1.1%[50 µM]

Structures listed so far containing a CF3 group, in the order listed:
SMILES	UTI89 phage lysis
O=C(O)c1ccc(OS(=O)(=O)c2cccc(C(F)(F)F)c2)cc1	0.1%[50 µM]
Cc1sc2nc(CSC(C)C(=O)N(C)CC(=O)Nc3ccccc3C(F)(F)F)[nH]c(=O)c2c1C (stereo not given)	1.0%[50 µM]

Returning to the listing, repeating the 2 entries before the break.
SMILES	UTI89 phage lysis
Fc1cccc(CCN2CCN=C2Nc2ccccc2)c1	4.5%
COc1ccc(OC)c(NC(=O)CSc2nc(=O)n(Cc3ccccn3)c3c2CCC3)c1	1.1%[50 µM]
CCN(CC(=O)Nc1cc(Cl)ccc1C)C(=O)CSCc1c(C)noc1C	0.1%[50 µM]
COc1ccc(C(=O)Nc2ccc3nc(N4CCOCC4)sc3c2)cc1OC	1.2%[50 µM]
CCCCn1c(N)c(N(CC(C)C)C(=O)CSc2nnc(C)n2-c2ccccc2)c(=O)[nH]c1=O	0.1%[50 µM]
Cc1ccc(/C=N/NC(=O)c2ccc(-n3cnnn3)cc2)cc1	0.5%[50 µM]
O=S(=O)(Nc1ccc(Nc2ccccc2)cc1)c1ccc(F)cc1	-0.5%
OC1CC2CCC(C1)N2CCCN1c2ccccc2Sc2ccc(Cl)cc21 (stereo not given)	1.8%
Cc1ccc(S(=O)(=O)N2CCC[C@H]2C(=O)OCC(=O)N2c3ccccc3NC(=O)C2(C)C)cc1	0.4%[50 µM]
Cc1ccc(Sc2ccc(S(=O)(=O)Nc3ccc(CC(=O)O)cc3)cc2)cc1C	-2.1%[50 µM]
Cc1onc(-c2ccccc2)c1C(=O)NCCSCc1ccco1	0.6%[50 µM]
COCC(C)n1c(C)cc(C(=O)COC(=O)c2cc(=O)[nH]c3ccccc23)c1C (stereo not given)	0.1%[50 µM]
CCOc1ncccc1C(=O)OCC(=O)N1CCC(C)CC1	0.4%[50 µM]
Cc1ccc(S(=O)(=O)N2CCN(C(=O)CN3C(=O)NC4(CCCCC4)C3=O)CC2)c(C)c1	1.2%[50 µM]
O=C(Nc1cc(Cl)cc2c1-c1ccc(Cl)cc1C2O)C(Cl)Cl (stereo not given)	-1.7%
NC(=O)/C(=C\c1ccco1)NC(=O)c1ccc(Br)o1	0.3%
O=C(COc1ccc([N+](=O)[O-])cc1)Nc1cc(S(=O)(=O)N2CCCCC2)ccc1N1CCCCC1	0.1%[50 µM]
CC(C)C[C@H]1CN=C(Nc2ccccc2)N1CC1CCC(C(C)(C)C)CC1 (stereo not given in full)	3.1%
COc1ccc(NC(=O)c2cc(-c3ccncc3)nc3ccccc23)c(OC)c1	-2.5%
C=CCNC(=O)C1CC2c3ccccc3C1c1ccccc12 (stereo not given)	0.7%
COc1ccc(C2(C)NC(=O)N(CC(=O)NC3CCCC3)C2=O)cc1OC (stereo not given)	0.7%[50 µM]
Cc1ccc(NC2=CC(=O)C(=O)c3ccccc32)c(C)c1	0.7%[50 µM]
Cc1ccc(CNc2ncnc3[nH]ncc23)cc1	-1.6%
CC(C)C[C@@H](CNCC(=O)[C@H](Cc1c[nH]c2ccccc12)NC(=O)c1[nH]cnc1C(=O)N[C@@H](C)CN)NC(=O)c1nc[nH]c1C(=O)N[C@@H](C)C(=O)O	0.4%
CCCn1nc(C(=O)Nc2cc(OCC)c(N3CCOCC3)cc2OCC)c2ccccc2c1=O	0.4%
COc1ccc(CC(=O)OC(C)C(=O)Nc2c(C)n(C)n(-c3ccccc3)c2=O)cc1OC (stereo not given)	0.5%[50 µM]
CN(CC(=O)NCCc1ccccc1)CC(=O)Nc1cccc(F)c1	1.1%[50 µM]
Cc1ccc(C2(C)NC(=O)N(CC(=O)N3CCN(S(=O)(=O)c4cccc([N+](=O)[O-])c4)CC3)C2=O)cc1 (stereo not given)	0.2%[50 µM]
O=C(CN1CCCCC1)Nc1ccc(S(=O)(=O)c2ccc(NC(=O)CN3CCCCC3)cc2)cc1	-0.6%
Cc1nc(Cc2nnc(SCC(=O)N3CCN(c4ccc(F)cc4)CC3)o2)cs1	0.4%[50 µM]
O=C(NN=Cc1c(O)ccc2ccccc12)C1CC1	-1.0%
CC(=O)c1cc2c(cc1NC(=O)CSc1ccc(S(=O)(=O)N(C)C)cn1)OCO2	0.1%[50 µM]
